aSyn UTR inh: MLPCN primary screen, SNCA 5' untranslated region; alpha-synuclein 5'UTR reporter, inhibitor activity; inhibition, % (tested at 7.5 µM); actives 0.82% (n = 300,000); in the data active means inhibition above about 60%;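 further: H4 neuroglioblastoma cells stably carrying SNCA 5'UTR luciferase fusion; 0% = DMSO wells and 100% = positive control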
HSF1 inhib: HSF1 inhibitors in luciferase reporter cells, primary screen, cell-based, NIH3T3, luminescence; actives 0.77% (n = 300,000); activity change, negative = inhibition, % at 7.5 µM (by protocol); NIH3T3-HGL HSE-luciferase, MG132-induced, luminescence 8 h; stronger effect = lower value;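 active means more than half of replicate wells show activity change below -50%, luminescence cut by over half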;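 further: luciferase reports HSF-1 transcriptional activity via heat shock element; 0% = median of DMSO wells and -100% = zero luminescence signal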
KLF5 inh: KLF5 expression inhibitors, primary screen, DLD-1 cells, luminescence. DLD-1 KLF5 promoter-luciferase reporter. inhibition, % at 5 µM. actives 0.23% (n = 290,000);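 active means inhibition above a per-plate limit of that plate's mean compound inhibition plus 3 SD, cut at about 60% in these data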;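 further: 0% = DMSO wells and 100% = LY294002 at 200 µM; higher means less KLF5 promoter-driven luciferase light; inactives centre near -14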
DYRK1A inh: rat Dyrk1A kinase inhibitors, primary screen, biochemical, single point, plate reader; Dual specificity tyrosine-phosphorylation-regulated kinase 1A (Rattus norvegicus), Q63470; ADP-Glo luminescence, NFATc1 peptide; inhibition, % at 12.5 µM; actives 0.43% (n = 310,000); AID 504441, 2011; in the data active means inhibition above about 50%;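 further: plate controls were vehicle with enzyme for no effect and no enzyme for full effect; many of its hits are not listed in these tables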
IEC-6 tox: cytotoxicity in IEC-6 intestinal epithelial cells, primary screen, cytotoxicity control for KLF5 inhibitor project, cell-based, luminescence | AID 1825, 2009 | IEC-6 cytotoxicity, luminescence viability | inhibition, % at 5 µM | actives 0.78% (n = 290,000); in the data active means inhibition above about 22%;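 further: 0% = plate median of test compound wells and 100% = cytotoxic reference compound wells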
HSP90 refold inh: HSP90 inhibitors, primary screen, cell lysate, luminescence; Heat shock protein HSP 90 (rabbit reticulocyte lysate; luciferase refolding); Rabbit reticulocyte lysate, luciferase refolding luminescence, 3 h; inhibition, % at 5.6 µM; actives 0.91% (n = 290,000);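 active means inhibition above the screen-wide mean plus 3 SD, computed separately per campaign, cut at about 16% in these data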;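 further: 0% = DMSO wells and 100% = 60 µM geldanamycin wells; inhibitors lower the luminescence because luciferase stays unfolded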
GSK3beta inhib: human GSK3beta kinase inhibitors, primary screen, biochemical, cell-free homogeneous, HTS; Glycogen synthase kinase-3 beta (Homo sapiens), P49841; GST-GSK3beta kinase, ADP-Glo luminescence, 60 min; stronger effect = lower value; activity score (negative = inhibition), % at 10 µM; actives 0.038% (n = 300,000); AID 2097, 2009;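 active means more than half of replicate wells score below -50%, meaning over 50% inhibition versus plate controls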;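 further: 0% = median DMSO wells and -100% = median GW8510 positive control wells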
Target sequence (P49841 whole entry, looked up): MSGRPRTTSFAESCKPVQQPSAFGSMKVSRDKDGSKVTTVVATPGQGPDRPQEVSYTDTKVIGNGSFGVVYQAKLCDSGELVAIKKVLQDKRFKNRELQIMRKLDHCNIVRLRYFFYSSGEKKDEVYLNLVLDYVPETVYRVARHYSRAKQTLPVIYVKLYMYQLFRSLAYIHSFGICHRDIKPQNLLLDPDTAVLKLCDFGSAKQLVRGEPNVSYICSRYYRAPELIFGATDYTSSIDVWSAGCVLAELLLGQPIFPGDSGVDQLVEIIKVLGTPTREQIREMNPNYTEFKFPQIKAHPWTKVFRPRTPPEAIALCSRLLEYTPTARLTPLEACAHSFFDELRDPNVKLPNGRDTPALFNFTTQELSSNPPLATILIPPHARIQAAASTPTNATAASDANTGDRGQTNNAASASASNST
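Assay system: GST-fused GSK3beta enzyme, cell-free / Medium: Tris pH 7.5 buffer with MgCl2, DTT, BSA, heparin / Also added: peptide substrate plus 25 µM ATP (final) / Compound: 10 µM single point / Timing: kinase reaction with compound 60 min at room temperature / Detection: ADP-Glo luminescence / Benchmarks: DMSO neutral wells and GW8510 at 20 µM as positive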
GSK3A inh: blockers of GSK3A enzyme activity – biochemical, luminescence, cell-free homogeneous, HTS, primary screen; Glycogen synthase kinase-3 alpha (Homo sapiens), P49840; GSK-3 alpha kinase, ADP-Glo luminescence, 60 min; inhibition, % at 10 µM; actives 0.1% (n = 320,000); AID 2650, 2010;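 in the data active means inhibition above about 50%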;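 further: GST-tagged GSK-3 alpha with peptide substrate and 25 µM ATP; 0% = DMSO neutral wells and 100% = GW8510 positive control wells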
Target sequence (P49840 whole entry, looked up): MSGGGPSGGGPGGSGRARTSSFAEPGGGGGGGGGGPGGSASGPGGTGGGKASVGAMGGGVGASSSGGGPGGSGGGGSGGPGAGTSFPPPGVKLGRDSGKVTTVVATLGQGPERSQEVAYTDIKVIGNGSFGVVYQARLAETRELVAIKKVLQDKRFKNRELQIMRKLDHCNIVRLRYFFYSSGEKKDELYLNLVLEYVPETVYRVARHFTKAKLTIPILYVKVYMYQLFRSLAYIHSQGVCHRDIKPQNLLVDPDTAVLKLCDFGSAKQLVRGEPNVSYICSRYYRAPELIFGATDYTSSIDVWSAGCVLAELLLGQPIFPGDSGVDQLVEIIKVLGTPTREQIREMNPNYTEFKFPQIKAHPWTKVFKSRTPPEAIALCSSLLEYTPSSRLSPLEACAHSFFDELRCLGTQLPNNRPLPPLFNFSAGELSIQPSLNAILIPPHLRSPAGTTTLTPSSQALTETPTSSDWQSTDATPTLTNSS
Platelet DG rel: inhibitors of platelet dense granule secretion, primary screen, cell-based, MLPCN, human platelets | human platelet-rich plasma, SFLLRN dense granule ATP release, luminescence | inhibition, %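 (compounds screened at 7.5 µM in platelet-rich plasma)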 | actives 0.22% (n = 300,000) | AID 1663, 2009;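 active means mean replicate score, as percent of positive control, at or above 50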
HSF-1 act: HSF-1 activators, primary screen, NIH3T3-HGL cells, MG132 stress, luminescence, single point | actives 1.7% (n = 300,000) | NIH3T3-HGL HSF-1 luciferase reporter, 8 h; 100% = twice DMSO control signal | activation, % at 9 µM;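 active means mean replicate activation of at least 50% with a set share of replicates each reaching 50%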;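 further: 0% = median of the neutral control wells and 100% = twice that signal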
* hit, by the source's call. A portion of the library (hit frequency here may not be typical).

CCCCOc1ccc(CN2CCN(CCO)CC2)cc1 was read as aSyn UTR inh -52, HSF1 inhib -2, KLF5 inh -38, DYRK1A inh 5, IEC-6 tox -1, HSP90 refold inh -1, GSK3beta inhib 0, GSK3A inh -2, Platelet DG rel 4 and HSF-1 act -13.
Screening CN1C[C@@H]2C[C@@H](c3cccn3-c3ccccn3)N3CCC[C@@]23C1=O returned aSyn UTR inh 9, HSF1 inhib -1, KLF5 inh -4, DYRK1A inh 0, IEC-6 tox -1, HSP90 refold inh 4, GSK3beta inhib 1, GSK3A inh -2, Platelet DG rel -1 and HSF-1 act -10.
For Cc1ccc2c(c1)C1CN(C)CCC1N2C(=O)c1ccc(Br)o1 (centres undefined) the results were aSyn UTR inh 30, HSF1 inhib -5, KLF5 inh -19, DYRK1A inh -2, IEC-6 tox 0, HSP90 refold inh -2, GSK3beta inhib 0, GSK3A inh 4, Platelet DG rel 9 and HSF-1 act 5.
For Cn1c(O)c(/C=C/C=Nc2ccccc2)c(=O)n(C)c1=S the results were aSyn UTR inh 11, HSF1 inhib -6, KLF5 inh -6, DYRK1A inh 2, IEC-6 tox 0, HSP90 refold inh 0, GSK3beta inhib -2, GSK3A inh -1, Platelet DG rel 2 and HSF-1 act -12.
Screening CCNC(=O)NC(=O)C(C)OC(=O)c1c(C)nn(Cc2ccccc2)c1Cl (centres undefined) returned aSyn UTR inh 2, HSF1 inhib -1, KLF5 inh 18, DYRK1A inh 6, IEC-6 tox -1, HSP90 refold inh -8, GSK3beta inhib 0, GSK3A inh -1, Platelet DG rel 3 and HSF-1 act 21.
O=C1C2CCCN2C(c2cccnc2)N1c1cccc(Cl)c1 (centres undefined) was read as aSyn UTR inh 27, HSF1 inhib 5, KLF5 inh -17, DYRK1A inh -3, IEC-6 tox 6, HSP90 refold inh 0, GSK3beta inhib 0, GSK3A inh 1, Platelet DG rel -6 and HSF-1 act 2.
`CCCCn1c(O)c(C(CC)=NCc2cc(OC)cc(OC)c2)c(=O)[nH]c1=O` gave aSyn UTR inh 25, HSF1 inhib 19, KLF5 inh -14, DYRK1A inh -1, IEC-6 tox -7, HSP90 refold inh -1, GSK3beta inhib -2, GSK3A inh -29, Platelet DG rel 23 and HSF-1 act 49.
`Cc1cc(N2CCOCC2)ccc1/C=C1\C(=O)NC(=O)N(c2ccccc2)C1=O` gave aSyn UTR inh 8, HSF1 inhib -4, KLF5 inh -15, DYRK1A inh -5, IEC-6 tox -6, HSP90 refold inh -2, GSK3beta inhib 1, GSK3A inh -5, Platelet DG rel 5 and HSF-1 act -7.
For Nc1nnc(CCN2CCCCC2)s1 the results were aSyn UTR inh 13, HSF1 inhib 2, KLF5 inh -14, DYRK1A inh 10, IEC-6 tox 8, HSP90 refold inh -3, GSK3beta inhib 3, GSK3A inh 0, Platelet DG rel 25 and HSF-1 act 2.
`O=c1[nH]c(=O)n(CCC2=CCCCC2)c(O)c1C=Nc1cccc(F)c1` gave aSyn UTR inh 16, HSF1 inhib 0, KLF5 inh 4, DYRK1A inh -3, IEC-6 tox -4, HSP90 refold inh -1, GSK3beta inhib 1, GSK3A inh -3, Platelet DG rel 1 and HSF-1 act 20.
Screening CC1CCN(CC(=O)c2cccc(C(F)(F)F)c2)CC1 returned aSyn UTR inh -6, HSF1 inhib 0, KLF5 inh -16, DYRK1A inh -3, IEC-6 tox -6, HSP90 refold inh 1, GSK3beta inhib 1, GSK3A inh 1, Platelet DG rel -9 and HSF-1 act 3.
CN1CCN(S(=O)(=O)c2ccc(Cl)nc2)CC1 was read as aSyn UTR inh 21, HSF1 inhib -7, KLF5 inh -15, DYRK1A inh 4, IEC-6 tox -1, HSP90 refold inh 0, GSK3beta inhib -4, GSK3A inh 2, Platelet DG rel 7 and HSF-1 act -6.
For Nc1ncc(P(=S)(N2CCOCC2)N2CCOCC2)s1 the results were aSyn UTR inh 15, HSF1 inhib -1, KLF5 inh -17, DYRK1A inh -4, IEC-6 tox 2, HSP90 refold inh 4, GSK3beta inhib 1, GSK3A inh -1, Platelet DG rel 5 and HSF-1 act -1.
`COc1cc2c(cc1OC)C13CCN4CC5=CCOC6CC(=O)N2C1C6C5CC43` (centres undefined) (tested in a mixture with another compound) gave aSyn UTR inh -40, HSF1 inhib -1, KLF5 inh -25, DYRK1A inh 7, IEC-6 tox -6, HSP90 refold inh 1, GSK3beta inhib -11, GSK3A inh 14, Platelet DG rel -3 and HSF-1 act -3.
Screening CCN(CCNc1ccc([N+](=O)[O-])c2cccnc12)S(=O)(=O)c1ccc(Cl)cc1 returned aSyn UTR inh 18, HSF1 inhib 4, KLF5 inh -24, DYRK1A inh -2, IEC-6 tox 2, HSP90 refold inh 7, GSK3beta inhib 0, GSK3A inh -2, Platelet DG rel -7 and HSF-1 act 1.
Screening CCOC(=O)N(c1ccccc1)P1(=S)OCCO1 returned aSyn UTR inh -9, HSF1 inhib -20, KLF5 inh 7, DYRK1A inh 1, IEC-6 tox -2, HSP90 refold inh -2, GSK3beta inhib 2, GSK3A inh 3, Platelet DG rel 3 and HSF-1 act -37.
For C[C@@H](N)Cc1cnc[nH]1 the results were aSyn UTR inh 6, HSF1 inhib -5, DYRK1A inh -8, GSK3beta inhib 4, GSK3A inh -1, Platelet DG rel -12 and HSF-1 act 5.
O=c1c2ccccc2nc(Cc2ccccc2)n1-c1ccc(O)cc1 was read as aSyn UTR inh 6, HSF1 inhib 25, KLF5 inh 13, DYRK1A inh 3, IEC-6 tox 4, HSP90 refold inh -3, GSK3beta inhib 3, GSK3A inh -4, Platelet DG rel -3 and HSF-1 act 30.
Screening CCC(=NCCCN(C)C)c1c(O)n(-c2ccc(OC)cc2)c(=O)[nH]c1=O returned aSyn UTR inh 4, HSF1 inhib 3, KLF5 inh -29, DYRK1A inh -3, IEC-6 tox -2, HSP90 refold inh 6, GSK3beta inhib -5, GSK3A inh 6, Platelet DG rel 5 and HSF-1 act -6.
Screening C=CCN1C(=O)NC(=O)/C(=C/c2cccn2C)C1=O returned aSyn UTR inh -7, HSF1 inhib -3, KLF5 inh -4, DYRK1A inh 7, IEC-6 tox 5, HSP90 refold inh 1, GSK3beta inhib 1, GSK3A inh -4, Platelet DG rel 1 and HSF-1 act -2.
`COc1ccc(N2C(=O)NC(=O)/C(=C/c3cccc(OC(=O)c4cccs4)c3)C2=O)cc1Cl` gave aSyn UTR inh -11, HSF1 inhib -2, KLF5 inh 15, IEC-6 tox -5, HSP90 refold inh -2, GSK3beta inhib 4, GSK3A inh 0, Platelet DG rel -6 and HSF-1 act -3.
Screening CN1C(=O)N(C)C(=O)C2(Cc3cc([N+](=O)[O-])ccc3N3CCN(C(=O)c4ccccc4)CC32)C1=O (centres undefined) returned aSyn UTR inh -1, HSF1 inhib 5, KLF5 inh -6, DYRK1A inh -2, IEC-6 tox -8, HSP90 refold inh -5, GSK3A inh -2, Platelet DG rel 2 and HSF-1 act 6.
O=C(CCc1ccc(O)cc1)N1C[C@H]2C[C@@H](C1)c1cccc(=O)n1C2 was read as aSyn UTR inh 6, HSF1 inhib -3, KLF5 inh -4, DYRK1A inh 1, IEC-6 tox 4, HSP90 refold inh -3, GSK3beta inhib -3, GSK3A inh -2, Platelet DG rel 0 and HSF-1 act 0.
For CCN(CC)c1ccc(CN2CC=C(c3ccc(F)cc3)CC2)cc1 the results were aSyn UTR inh 17, HSF1 inhib 3, KLF5 inh -1, DYRK1A inh 8, IEC-6 tox -8, HSP90 refold inh -4, GSK3beta inhib -1, GSK3A inh -3, Platelet DG rel -1 and HSF-1 act 7.
Screening CCC(C)N1C(=O)NC(=O)C2(Cc3cc(C)ccc3N(C)C2)C1=O (centres undefined) returned aSyn UTR inh -31, HSF1 inhib 5, KLF5 inh -30, DYRK1A inh -6, IEC-6 tox 0, HSP90 refold inh 1, GSK3beta inhib 1, GSK3A inh -2, Platelet DG rel 1 and HSF-1 act 37.
`Cc1cc(OCC(=O)NCc2ccc(S(N)(=O)=O)cc2)c2c3c(c(=O)oc2c1)CCC3` gave aSyn UTR inh -23, HSF1 inhib 3, KLF5 inh -1, DYRK1A inh -3, IEC-6 tox 3, HSP90 refold inh -1, GSK3beta inhib 0, GSK3A inh -2, Platelet DG rel -1 and HSF-1 act 6.
`Cc1ccccc1OP(N)(=O)Oc1ccccc1C` gave aSyn UTR inh 20, HSF1 inhib -7, KLF5 inh -19, DYRK1A inh 6, IEC-6 tox -5, HSP90 refold inh 3, GSK3beta inhib 0, GSK3A inh 1, Platelet DG rel -2 and HSF-1 act -3.
Screening CCCOC(=O)C1C2c3ccccc3C(c3ccccc32)C1C(=O)O (centres undefined) returned aSyn UTR inh 13, HSF1 inhib 4, KLF5 inh -60, DYRK1A inh -5, IEC-6 tox -8, HSP90 refold inh -5, GSK3beta inhib 3, GSK3A inh 3, Platelet DG rel -7 and HSF-1 act -8.
Screening O=C(COC(=O)Cc1ccccc1)NCCNC(=O)COC(=O)Cc1ccccc1 returned aSyn UTR inh -6, HSF1 inhib -3, DYRK1A inh -1, GSK3beta inhib -3, Platelet DG rel 2 and HSF-1 act -10.
`Cc1cccc(CSc2nc3c(cc2C#N)CN(C)CC3)c1` gave aSyn UTR inh 14, HSF1 inhib 17, KLF5 inh -9, DYRK1A inh -3, IEC-6 tox -2, HSP90 refold inh 4, GSK3beta inhib -4, GSK3A inh -2, Platelet DG rel 9 and HSF-1 act 16.
Screening Cc1ccc(N2C(=O)NC(=O)/C(=C\c3cc(C)n(-c4cc(C(=O)O)cc(C(=O)O)c4)c3C)C2=O)cc1 returned aSyn UTR inh -13, HSF1 inhib -2, KLF5 inh -80, DYRK1A inh 7, IEC-6 tox -18, HSP90 refold inh -3, GSK3beta inhib 0, GSK3A inh -6, Platelet DG rel -4 and HSF-1 act 9.
For O=C1CC(=O)N(Cc2ccccc2)C(=S)N1 the results were aSyn UTR inh 0, HSF1 inhib -5, KLF5 inh -25, DYRK1A inh 2, IEC-6 tox 1, HSP90 refold inh -3, GSK3beta inhib 1, GSK3A inh -3, Platelet DG rel -6 and HSF-1 act 0.

Pulled one by one from the list above:
For C[C@@H](N)Cc1cnc[nH]1 the results were aSyn UTR inh 6, HSF1 inhib -5, DYRK1A inh -8, GSK3beta inhib 4, GSK3A inh -1, Platelet DG rel -12 and HSF-1 act 5.
For O=C1CC(=O)N(Cc2ccccc2)C(=S)N1 the results were aSyn UTR inh 0, HSF1 inhib -5, KLF5 inh -25, DYRK1A inh 2, IEC-6 tox 1, HSP90 refold inh -3, GSK3beta inhib 1, GSK3A inh -3, Platelet DG rel -6 and HSF-1 act 0.
